# Dynein cargo inh – blocks dynein driven cargo transport along microtubules | z-score, hits read low | 3617.4 mouse cells, GR-EGFP nuclear translocation imaging; test concentration mostly 20 µM; stimulated with dexamethasone, 1 µM; hits give low values | actives 0.47% (n = 220,000);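 active = plate z-score of nuclear minus cytoplasmic receptor signal below a set negative limit, without overly bright fluorescence or cell loss, cut at about -3.5 in these data, passing the limit was not always enough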;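 note: z-score of nuclear minus cytoplasmic ring GR-EGFP intensity difference per well; some compounds called inactive have numbers as strong as hits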
#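 Schedule: 48 h induction, then 1 h compound, then 30 min agonist, 37 °C. Buffer or medium: tetracycline-free induction medium containing charcoal-stripped FBS. Reagent: 1.0 µM final dexamethasone stimulus. Evaluation: nuclear versus cytoplasmic GR-EGFP signal, averaged per well. Signal: high-content fluorescence imaging after fixation.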
# Autophagy mod – autophagy modulation, high-content screen; calls only at 10 µM (by protocol); actives 0.98% (n = 190,000); AID 463193; MEF GFP-LC3 puncta imaging; test concentration mostly 10 µM;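 active = percentage of spot-positive cells more than 3 SD above its plate mean, without a fluorescence outlier flag or 80% toxicity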;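 note: spot-positive cell cutoff set from DMSO-treated cells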
# HEK293 NOD2/NF-kB – NOD2 signaling inhibitors, cell-based, luminescence, uHTS, HEK293 (AID 1566); one-dose inhibition, % at 4 µM; EC50 in µM for titrated hits; actives 0.63% (n = 290,000); HEK293 NOD2/NF-kB luciferase reporter, luminescence; higher % means a stronger effect; in the data active = inhibition above about 50%; note: many of its hits are not listed in these tables
# Yfh1-depleted yeast – enhancers of respiration in Yfh1-depleted yeast, dose response, Friedreich's ataxia, plus single-dose screen (AID 1465); S. cerevisiae Yfh1-off respiration, WST-1 reduction, 72 h; higher fold induction means a stronger effect; one-dose fold induction at 50 µM; EC50 in µM for titrated hits; actives 0.074% (n = 220,000);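 active = fold induction of absorbance versus untreated yeast above a set limit, then at least 30% activation at any dose in follow-up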;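 note: activators that raise dye reduction in frataxin-depleted yeast; strong numbers were not always called active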
# Insulin prom up – MIN6 insulin promoter up-regulation. MIN6 insulin promoter-GFP reporter, high-content imaging; hits give high values. actives 0.3% (n = 190,000). z-score at 5 µM;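 active = z-score above 3 at 5 µM with at least 500 cells counted in the well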
# WT yeast gro inh – growth inhibition of WT yeast, mitochondrial fusion screen; mitochondrial fusion phenotypic screen, WT strain; inhibition, % at 10 µM; actives 2.1% (n = 190,000); in the data active = inhibition above about 58%; tested in S. cerevisiae
# bCat nuc transl – modulators of beta-catenin nuclear translocation | nuclear translocation activity, % at 5 µM | AID 1665 | HeLa beta-catenin nuclear translocation, immunofluorescence imaging | actives 0.3% (n = 190,000);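 active = nuclear translocation activity above 50% at 5 µM, with a well cell count of 50 or more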;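 note: per-cell ratio of nuclear to cytoplasmic median beta-catenin stain intensity; plate controls were DMSO negative control for no effect and GSK-3 inhibitor IX positive control for full effect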
#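 System: HeLa cells, endogenous beta-catenin; compound dosing: 5 µM primary single dose, 0.1% DMSO, 0.02–20 µM confirmation series; incubation: 24 h compound exposure at 37°C, 5% CO2; signal: beta-catenin immunofluorescence imaging with DAPI; evaluation: % activation, nuclear-to-cytoplasmic median beta-catenin signal ratio per cell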
# Hep lipid drop – hepatic lipid droplet formation modulation. AID 1656. actives 0.4% (n = 240,000). inhibition, % at 6.5 µM. AML12 mouse hepatocytes, oleate lipid droplets, BODIPY imaging;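 active = lipid droplet intensity inhibited by at least 50%, with more than 500 cells counted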
#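 material = mouse AML12 hepatocyte cell line, fixed after treatment | also added = 100 µM oleic acid challenge | doses = compound at 6.5 µM only | schedule = overnight exposure | technique = Image-based BODIPY and DAPI two-channel analysis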
# MT stabilizer – stabilizes microtubules in HeLa cells; actives 0.83% (n = 200,000); HeLa tubulin immunostaining HCS, 24 h; share of cells brighter than vehicle mean+2SD; % tubulin-high responders, % at 10 µM;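 active = plate Z-score above 3 for both tubulin-high and condensed-nucleus cell shares, with cell loss under 80%, at 10 µM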;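 note: anti alpha tubulin signal scored within the nucleus-defined area of each cell; some results filed as inactive read as strong as hits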
# WT yeast gro inh mutant strain – recorded beside WT yeast gro inh, whose call it bears; inhibition, %; mitochondrial fusion phenotypic screen, mutant strain inhibition
# Dynein cargo inh cytoplasmic EGFP – further read-out of Dynein cargo inh, marked with its call; z-score; measured here: cytoplasmic GR-EGFP intensity; hits give high values
# Dynein cargo inh nuclear GR-EGFP – also measured in Dynein cargo inh; calls as there; z-score; measured here: nuclear GR-EGFP intensity;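 lower value marks the stronger effect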
# Dynein cargo inh cell count – also measured in Dynein cargo inh; calls as there; z-score; measured here: cell count per field
# Insulin prom up cell count – second read-out of Insulin prom up, no call of its own (marks repeat the call); cell count; measured here: cytotoxicity, nuclei count;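 total cells summed across four imaged fields per well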
# Hep lipid drop cells 6.5 µM – second read-out of Hep lipid drop, no call of its own (marks repeat the call); cell count; measured here: cell count, cytotoxicity flag;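 cells counted across two imaged fields per well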
# bCat nuc transl cell count 5 µM – further read-out of bCat nuc transl, marked with its call; cell count; measured here: cell count, cytotoxicity flag
# MT stabilizer Hoechst-high % – recorded beside MT stabilizer, whose call it bears; % Hoechst-high responders; measured here: nuclear condensation Hoechst responders;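 share of cells brighter than vehicle mean plus two SD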
# MT stabilizer cytotoxicity % – also measured in MT stabilizer; calls as there; toxicity, %; measured here: cytotoxicity by cell density;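 0% = mean cell density of plate MIN control wells and 100% = no cells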
# Autophagy mod cell loss 18 h – recorded beside Autophagy mod, whose call it bears; toxicity, %; measured here: cell loss, nuclei count;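 cell loss after 18 h compound exposure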
# * hit, by the source's call; i = inactive; . = no result given. An excerpt; count on the stated rates, not on these rows.
entry	SMILES	Dynein cargo inh	Dynein cargo inh cytoplasmic EGFP	Dynein cargo inh nuclear GR-EGFP	Dynein cargo inh cell count	Autophagy mod	Autophagy mod cell loss 18 h	HEK293 NOD2/NF-kB	Yfh1-depleted yeast	Insulin prom up	Insulin prom up cell count	WT yeast gro inh	WT yeast gro inh mutant strain	bCat nuc transl	bCat nuc transl cell count 5 µM	Hep lipid drop	Hep lipid drop cells 6.5 µM	MT stabilizer	MT stabilizer Hoechst-high %	MT stabilizer cytotoxicity %
1	COc1cccc2cc(C(C)=O)c(=O)oc12	-0.151	-0.249	0.0237	-0.471	i	-0.2	7.5%	i	0.56	1277	7.6	-1.7	0.8	1040	-15.0	709	4.1	3.1	6.2
2	Cc1nnc(SCC(=O)Nc2ccc3c(c2)OCCO3)n1CC1CCCO1 (stereo not drawn)	-0.607	-0.311	-0.152	0.316	i	-1.4	-10.1%	i	-0.14	1200	-5.2	0.9	.	.	15.1	677	1.4	1.3	4.6
3	O=C(COc1ccccc1Cl)N(Cc1ccco1)C1CCS(=O)(=O)C1 (stereo not drawn)	-0.333	-0.238	0.0298	0.686	i	7.3	-3.7%	i	-0.06	1312	1.6	-2.0	0.6	1118	.	.	3.3	1.9	4.1
4	COc1ccc(OC)c(NC(=O)c2ccc(NC(C)=O)cc2)c1	1.15	-0.327	0.722	-0.35	i	11.7	1.9%	i	0.36	1510	14.2	-0.8	-1.8	1470	.	.	4.7	1.3	0.8
5	CN(C)c1nc(NCc2ccccc2)nc(N/N=C/c2ccc3c(c2)OCO3)n1	-0.64	-0.324	0.533	0.27	i	16.2	-4.7%	i	0.42	1122	27.9	11.1	3.0	523	-3.5	744	2.8	2.7	1.8
6	COC(=O)C1CCCCN1C(=O)CCc1nnc(CCc2c[nH]c3ccccc23)o1 (stereo not drawn)	0.881	-0.151	0.841	-0.978	i	5.7	-10.1%	i	0.38	1523	14.3	14.0	2.7	1003	-7.1	753	3.1	1.8	0.3
7	Cn1cccc1C(=S)N=P(C1CCCCC1)(N1CCOCC1)N1CCOCC1	-0.381	-0.217	-0.035	0.313	i	-17.9	1.7%	i	-1.09	921	-2.2	5.4	0.1	1103	.	.	1.7	1.9	2.1
8	CC(=O)NCCOc1nc(N(C)C)nc(N2CCOCC2)n1	0.203	-0.219	0.54	0.0805	i	-9.8	7.1%	.	2.12	1159	-3.0	-8.8	.	.	1.4	744	3.4	2.1	5.5
9	O=C(C(c1ccccc1)c1ccccc1)N1CC[C@@]2(O)CCCC[C@H]2C1	0.845	-0.143	0.378	-0.0326	.	.	26.1%	i	-0.35	1010	.	.	2.4	1312	-10.3	758	.	.	.
10	O=C(NC1CCCC1)c1cccc(Oc2ccccc2)c1	0.0546	-0.275	0.159	0.489	i	6.2	-39.2%	i	-0.09	1534	13.7	6.8	-5.1	1081	-1.3	666	2.1	1.6	2.7
11	S=C(NCCCN1CCOCC1)Nc1cccc(Cl)c1	-0.835	-0.251	-0.399	0.429	i	-7.8	33.2%	i	0.25	1475	3.2	2.3	-3.1	1073	14.5	660	1.9	1.4	5.4
12	CCOc1ccccc1NC(=O)CCc1ccc(C)o1	1.39	0.297	0.0605	-0.717	i	-9.5	4.2%	i	0.48	1227	3.9	16.6	-2.0	1158	-0.4	818	1.8	2.2	6.2
13	CC1C(=O)N(c2ccc(S(=O)(=O)N(C)C)cc2)C1(/C=C/c1ccccc1)C(=O)NC1CCCC1 (stereo not drawn)	0.359	-0.305	-0.0673	0.1	i	12.3	-6.6%	i	-0.17	1125	1.2	-2.8	0.6	928	-1.9	696	2.6	3.0	5.3
14	Cn1c(C(=O)NC2CCCCCC2)cc2c(=O)n(C)c3ccccc3c21	-0.805	-0.192	-0.271	0.406	i	5.5	17.7%	i	-0.33	994	10.4	-13.8	.	.	.	.	4.8	4.3	5.3
15	CCc1cc2c(SCC(=O)N(CC)c3c(N)n(Cc4ccccc4)c(=O)[nH]c3=O)ncnc2s1	0.997	-0.181	0.406	-1.01	i	18.7	21.0%	i	-0.6	1344	-1.8	11.6	-1.9	1053	-11.0	639	2.2	2.0	5.5
16	COC(=O)c1c(N)sc2c1CCN(c1ncc(C(F)(F)F)cc1Cl)C2	2.24	0.367	0.718	-0.889	i	0.5	2.1%	i	0.13	1215	-8.7	-14.7	1.5	1187	-3.9	712	1.6	0.6	10.4
17	CC(C)(C)OC(=O)N[C@@H](Cc1ccccc1)c1nnc(SCC(N)=O)o1	-0.39	-0.287	-0.425	0.721	.	.	11.2%	i	-1.25	1085	.	.	-0.2	1242	2.1	821	.	.	.
18	N#CC1=C(N)Oc2cc(O)c(C=Nc3ccccc3)cc2C1c1ccccc1 (stereo not drawn)	-0.683	-0.183	-0.486	-0.0604	i	-7.3	34.7%	i	.	.	-9.2	4.6	2.2	853	-1.9	566	3.1	3.6	3.3
19	COc1ccc2cc3cc(C(=O)NCC4COc5ccccc5O4)oc3nc2c1 (stereo not drawn)	-0.29	-0.197	-0.111	0.52	i	-1.1	11.8%	.	-0.52	1511	12.1	5.3	1.0	1367	.	.	2.5	1.4	7.2
20	CSc1cccc(NC(=O)c2cnccn2)c1	-0.903	-0.343	-0.251	0.4	i	6.0	0.5%	i	0.11	972	2.3	-2.0	-1.5	1186	7.8	797	1.3	1.1	4.4
21	Cc1ccc(C(=O)N2N=C3c4ccccc4S(=O)(=O)N3[C@H]2N(C)C)cc1	-0.674	-0.311	-0.51	1.06	i	-0.1	7.8%	i	-0.1	1475	-4.0	3.4	-1.0	1028	-4.0	752	2.2	2.5	10.4
22	COc1cccc(C(=O)O/N=C(\N)c2ccncc2)c1	0.752	-0.112	0.66	-0.736	i	-30.9	-89.4%	i	.	.	29.3	-5.8	.	.	.	.	3.5	2.4	3.6
23	COC(=O)C1=C(C)C(c2cccs2)NC(=O)N1C (stereo not drawn)	0.361	-0.229	0.572	-0.897	i	2.4	3.8%	i	-0.26	1154	20.4	3.8	3.1	1271	-11.8	694	1.0	2.4	34.9
24	COc1ccc(-c2cc(C(F)(F)F)nc(-n3cc(Cl)cn3)n2)cc1	-0.251	0.511	-0.0608	-0.789	i	-8.5	-4.3%	i	.	.	-7.4	-1.9	.	.	14.0	834	1.7	1.6	5.9
25	CCOC(=O)C1C(c2ccc(C)o2)NC(=O)NC1(O)C(F)(F)F (stereo not drawn)	-0.411	-0.313	-0.123	-0.342	i	5.0	13.4%	.	0.67	1551	-1.8	2.0	-1.9	870	.	.	4.8	2.6	10.4
26	Cc1ccc(C(=O)c2c[nH]c(C(=O)NCc3cccnc3)c2)cc1	-0.127	-0.148	0.284	-0.411	i	14.5	12.9%	i	0.76	1437	-3.5	-17.4	-1.1	1076	2.3	592	2.6	2.7	7.0
27	CC(Sc1nc(-c2ccccc2)cc(C(F)(F)F)n1)C(=O)N1CCC(C(N)=O)CC1 (stereo not drawn)	-0.442	-0.19	-0.342	0.182	i	-11.2	17.5%	i	.	.	-18.0	2.2	-1.8	537	-18.0	743	2.5	1.3	4.4
28	C=CCn1c(SCc2nc3ccccc3c(=O)[nH]2)nnc1-c1cc2cc(Cl)ccc2o1	-0.139	-0.00619	0.44	-1.33	i	1.0	17.7%	i	1.05	989	19.1	-4.8	-3.2	1053	12.0	721	3.7	1.5	3.1
29	Cc1ccc(S(=O)(=O)N2CCN(c3cc4c(cc3[N+](=O)[O-])n(C)c(=O)n4C)CC2)cc1	0.768	-0.383	0.187	-0.0695	i	4.8	-10.4%	i	-1.96	1619	37.8	8.3	-1.1	1031	2.3	649	3.6	2.8	3.7
30	Cn1nc(C(F)(F)F)c(/C=N/OC(=O)c2ccccc2)c1Cl	0.599	-0.18	0.0762	-0.305	i	-1.6	17.0%	i	.	.	4.8	-3.6	.	.	.	.	1.5	1.6	5.8
31	Cc1ccc2c(N)[nH]nc2n1	0.432	-0.0473	0.876	-0.736	i	-3.6	-8.4%	i	0.07	1270	-8.5	-6.6	0.0	1443	-4.6	520	3.1	2.3	11.5
32	CCOC(=O)N1CCN(S(=O)(=O)c2ccc(OC)c3ccccc23)CC1	0.402	-0.206	0.212	0.0385	i	-0.6	8.8%	i	-0.43	1305	6.3	-17.7	.	.	-4.0	738	3.7	2.7	6.0
33	O=C(NCCO)c1cccc2c1C(=O)c1ccccc1-2	0.17	-0.28	0.706	0.107	i	-52.7	13.8%	i	0.34	1274	-8.9	-0.5	-1.6	513	19.2	741	4.5	1.6	7.0
34	CC(C)(O)C#Cc1ccc(C(=O)N2CCCC2C(=O)O)s1 (stereo not drawn)	-0.377	-0.221	0.129	-0.356	i	-4.3	3.0%	i	-0.35	1275	12.9	-4.5	-0.1	1103	21.9	727	2.9	2.6	4.4
35	CC(C)c1cc(CNC(=O)CC2C(=O)NCCN2CC2CCCCC2)on1 (stereo not drawn)	-0.801	-0.257	-0.562	0.886	i	8.6	12.2%	i	0.39	1515	8.8	8.6	-0.4	998	10.9	710	4.2	1.8	6.1
